# Bioassay records as filed in PubChem BioAssay.
# SNCA viab count: GF-AFC viability counterscreen for inhibitors of alpha-synuclein gene (SNCA) expression. HEK-293-SNCA-luc viability, GF-AFC fluorescence, 24 h. Potency, µM (top dose mostly 57.1 µM), inactives show top-dose activity change, negative = cytotoxicity, actives largely listed as cytotoxic. 150,000 tested, 0.12% active. AID 1671193, 2021;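 further: potency means the concentration at half of the fitted maximal effect; 0% = DMSO-treated cells and -100% = medium-only wells without cells; nearly all actives have a fitted effect of over 30% in size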
#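 Cytotoxicity counterscreen: after 24 h compound treatment of genome-edited SNCA-luciferase HEK-293 cells, live-cell protease substrate GF-AFC read by fluorescence after 30 min; activity scaled between DMSO (0%) and medium-only (-100%), curves Hill-fitted.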
# HEK cytotox: Cytotoxic Profiling in HEK 293 Cell Line of Diverse Libraries Using Quantitative High-Throughput Screening | HEK 293 viability, ATP luminescence (CellTiter-Glo), 48-72 h | Potency, µM (series often up to 115 µM), without a hit: at the top dose activity change, negative = cytotoxicity, usual class: inhibitors | 94,000 tested, 6.6% active; further: potency means the concentration at half of the fitted maximal effect; nearly all actives have a fitted effect of over 60% in size
#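 ATP-coupled CellTiter-Glo luminescence served as viability read-out, recorded 10 min after reagent addition at room temperature. HEK 293 cells, 250 cells/well, had been incubated with pintool-transferred compound for 48 or 72 hr at 37 degree Celsius.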
# IP6K1 inhibitor: Primary qHTS assay for small molecule inhibitors of Inositol hexaphosphate kinase 1 (IP6K1). Inositol hexakisphosphate kinase 1 (Homo sapiens), Q92551. IP6K1 kinase, ADP-Glo luminescence, 2 h; stronger effect = lower value. activity change, % (series mostly up to about 58 µM). 140,000 tested, 0.81% active; in the data active means activity change below about -25%
# Target sequence (Q92551 whole entry, looked up): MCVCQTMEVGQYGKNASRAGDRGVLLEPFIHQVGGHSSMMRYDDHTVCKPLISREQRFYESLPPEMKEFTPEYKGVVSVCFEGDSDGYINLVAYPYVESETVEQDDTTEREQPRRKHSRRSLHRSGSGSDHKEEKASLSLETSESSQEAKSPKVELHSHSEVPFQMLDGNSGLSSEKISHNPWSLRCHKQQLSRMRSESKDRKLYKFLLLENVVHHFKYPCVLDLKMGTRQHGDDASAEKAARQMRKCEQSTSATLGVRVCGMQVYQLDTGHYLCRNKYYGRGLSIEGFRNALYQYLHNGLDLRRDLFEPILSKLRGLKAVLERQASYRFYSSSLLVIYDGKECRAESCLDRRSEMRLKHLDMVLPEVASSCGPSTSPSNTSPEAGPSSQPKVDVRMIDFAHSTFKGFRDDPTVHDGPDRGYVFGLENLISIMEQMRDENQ
#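 ADP-Glo luminescence measures ADP made by human IP6K1 during a 2 h RT reaction with ATP/IP6 (mix at 1.3 mM/130 uM); top library doses 57.5 and 19.1 uM final.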
# NIH3T3 tox: Cytotoxic Profiling in NIH 3T3 Cell Line of Diverse Libraries Using Quantitative High-Throughput Screening; AID 1345082, 2018; 94,000 tested, 4.3% active; NIH 3T3 viability, CellTiter-Glo ATP luminescence, 48-72 h; Potency, µM (doses to about 96.7 µM), for the others: at the highest dose activity change, negative = cytotoxicity, actives largely listed as inhibitors; further: potency means the concentration at half of the fitted maximal effect; nearly all actives have a fitted effect of over 55% in size
#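 Cells were seeded at 400 per well, treated with pin-transferred compound, and kept 48 or 72 hr at 37 °C before CellTiter-Glo addition and luminescence imaging of cellular ATP.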
# SNCA expr inhib: Primary qHTS assay for inhibitors of alpha-synuclein gene (SNCA) expression. Potency, µM (doses to about 57.2 µM), inactives show at the top dose activity change, negative = inhibition, actives largely listed as inhibitors. HEK-293 SNCA-luciferase knock-in, luminescence, 24 h. AID 1671194, 2021. 140,000 tested, 0.17% active;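 further: potency means the concentration at half of the fitted maximal effect; plate controls were DMSO cells for no effect and cell-free wells for full effect; nearly all actives have a fitted effect of over 45% in size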
# GPT2 inh: Primary qHTS assay for inhibitors of Glutamate pyruvate transaminase 2 (GPT2); Alanine aminotransferase 2 (Homo sapiens), Q8TD30; Recombinant GPT2, coupled pyruvate oxidase/HRP Amplex Red fluorescence; Potency, µM (top dose mostly 57.7 µM), without a hit: at the highest dose activity change, negative = inhibition, actives largely listed as inhibitors; 100,000 tested, 0.25% active; further: potency means the concentration at half of the fitted maximal effect; nearly all actives have a fitted effect of over 60% in size; many of its hits are not listed in these tables
# Target sequence (Q8TD30 whole entry, looked up): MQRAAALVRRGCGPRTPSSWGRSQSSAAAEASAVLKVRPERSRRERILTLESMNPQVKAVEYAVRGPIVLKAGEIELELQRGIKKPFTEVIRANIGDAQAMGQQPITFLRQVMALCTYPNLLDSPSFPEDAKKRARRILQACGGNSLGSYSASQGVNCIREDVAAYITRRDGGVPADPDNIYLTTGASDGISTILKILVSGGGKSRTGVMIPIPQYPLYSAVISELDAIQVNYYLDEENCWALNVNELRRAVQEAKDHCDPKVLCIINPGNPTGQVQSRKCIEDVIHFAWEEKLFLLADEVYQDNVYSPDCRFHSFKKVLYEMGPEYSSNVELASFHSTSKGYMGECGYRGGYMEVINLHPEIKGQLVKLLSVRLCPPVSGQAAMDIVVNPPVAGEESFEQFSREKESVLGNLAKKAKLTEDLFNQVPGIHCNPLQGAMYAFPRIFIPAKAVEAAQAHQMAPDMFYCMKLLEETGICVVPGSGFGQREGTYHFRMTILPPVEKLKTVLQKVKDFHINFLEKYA
#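 Fluorescence read-out: pyruvate from GPT2 turnover coupled to pyruvate oxidase, HRP and Amplex Red (0.2mM ThPP, 0.2U/mL PO and HRP, 50uM Amplex final). Substrates 250uM a-KG, 2mM L-alanine; enzyme 10ng/uL; 30 min RT.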
# Luciferase inh: Firefly luciferase inhibition profiling of diverse chemical library using quantitative high-throughput screening; Luciferin 4-monooxygenase (Photinus pyralis), P08659; purified P. pyralis luciferase, luminescence, biochemical; Potency, µM (titrated, usually from 115 µM), for inactives: at the highest dose activity change, negative = inhibition, hits mostly inhibitors; 76,000 tested, 2.5% active; further: potency means the concentration at half of the fitted maximal effect; nearly all actives have a fitted effect of over 65% in size
#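 Cell-free enzyme assay, 10nM P. pyralis luciferase, luciferin and ATP each at 10uM. Inhibition profiled over a 6-point titration, read as luminescence.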
# Starred values were filed as active, the others as inactive; i = inactive; ? = inconclusive; nt = no result given; & = joins results of further samples; [ ] = remark or other dose. Unless noted, the call rests on the fitted dose curve; in most records, active means well fitted curve in the direction sought with a large enough effect; inconclusive means small, poorly fitted or top-dose-only effect, or another doubt; inactive means no such curve, though single readings can be large; an effect the other way counts as inactive or inconclusive. Unless noted, on the % scale 0 is the no-effect control and ±100 the full control effect.
SMILES,SNCA viab count,HEK cytotox,IP6K1 inhibitor,NIH3T3 tox,SNCA expr inhib,GPT2 inh,Luciferase inh
CCn1cc(CN2CCN(C(=O)Cc3cccs3)CC2)ccc1=O,-14%,-18%,1,-14%,21%,?,?
COc1cc2c(cc1OCc1ccccc1)N(C(=O)c1cnn(C)c1)CC21CCN(C)CC1,4%,?,-3,?,39%[activator],1%,7%
CO/C1=C\C(C)=C\[C@@H](C)[C@@H](O)[C@@H](C)C/C(C)=C/C=C/[C@H](OC)[C@@H]([C@@H](C)[C@@H](O)[C@H](C)[C@@]2(O)C[C@@H](O)[C@H](C)[C@@H](C(C)C)O2)OC1=O,?,nt,13,nt,nt,i,nt
O=C(O)c1ccc2[nH]cc(CCCCN3CC=C(c4ccccc4)CC3)c2c1,32%[23.9 µM],nt,26,nt,-19%[25.6 µM],i,nt
O=C(Nc1ccc2c(c1)OCO2)c1cccn(Cc2ccccc2)c1=O,9%,nt,18,nt,40%[activator],nt,nt
COc1ccc(NC(=O)N2[C@H]3CC[C@@H]2c2cncnc2C3)c(C)c1,-6%,-10%,-5,-5%,-24%,5%,4%
CC(=O)NC[C@H]1C[C@@H]2CCN1C[C@@H]2c1cc(-c2ccc3ccccc3c2)nn1C,-17%[87.6 µM],56µM*,-1,32µM*,15%[87.6 µM],3%[88.5 µM],?
N#Cc1cccc(NC(=O)NC[C@H]2C[C@@H]3CCN2C[C@@H]3CN2CCN(c3ccccc3)CC2)c1,?,?,-11,22µM*,?,-2%,8%
COc1ccc(C(C)(C)C)cc1CN[C@H]1C2CCN(CC2)[C@H]1C(c1ccccc1)c1ccccc1,-16%,nt,-9,nt,nt,i,nt
CN1CCC(N2C[C@@H]3C[C@H](C2)c2ccc(-c4ccc(OC(F)(F)F)cc4)c(=O)n2C3)CC1,0%,?,-3,-4%,-3%,i,3%
Cc1nc(-c2ccccc2Br)cc([C@H]2CN3CC[C@H]2C[C@@H]3CNC(=O)NC(C)C)n1,-10%,79µM*,4,?,2%,3%,-14%
CC(C)NC(=O)NC[C@H]1C[C@@H]2CCN1C[C@@H]2CN1CCCC1,-5%[87.6 µM],3%[172 µM],1,i,-15%[87.6 µM],-4%[88.5 µM],2%[172 µM]
Cc1ccc(CN2C(=O)c3ccccc3Sc3ccc(C(=O)N4CCC5(CC4)OCCO5)cc32)cc1,?,nt,14,nt,?,nt,nt
CN1Cc2c(ccc3c2OCO3)[C@@H]2[C@H]1c1cc3c(cc1C[C@@H]2O)OCO3,-9%,nt,-14,nt,nt,i,nt
C=C[C@H]1CN2CC[C@H]1C[C@@H]2CNS(=O)(=O)c1ccc(C)cc1,-2%[87.6 µM],3%[172 µM],17,-1%[174 µM],0%[87.6 µM],-7%[88.5 µM],9%[172 µM]
COCC(=O)NC[C@H]1C[C@@H]2CCN1C[C@@H]2CN1CCCCC1,-5%[87.6 µM],-2%[172 µM],6,-3%[174 µM],-6%[87.6 µM],?,11%[172 µM]
COc1ccc2[nH]cc(CCN(C(C)C)C(C)C)c2c1,20%,nt,0,nt,-40%,i,nt
CC(C)NC(=O)N1C[C@@H]2C[C@H](C1)c1ccc(-c3cccc(C(F)(F)F)c3)c(=O)n1C2,-1%[87.6 µM],-20%[172 µM],16,-11%[174 µM],?,?,1%[172 µM]
Cc1nc(-c2ccccc2Br)cc([C@H]2CN3CC[C@H]2C[C@@H]3CNC(=O)Nc2ccccc2)n1,-20%,79µM*,-9,?,8%,i,?
Cc1ccc(NC(=O)CN2C(=O)CN=C(c3ccccc3)c3ccccc32)c(C)c1,1%,nt,8,nt,1%,nt,nt
COCCN1CCC(N2CCN(C(=O)Cc3ccc(F)cc3)CC2)C1=O (stereo not drawn),-6%,-4%,16,-5%,14%,3%,0%
COc1c2c(cc3c1OCO3)CCN(C)C2,60%[23.9 µM],nt,3,nt,18%[25.6 µM],i,nt
Cc1nc(-c2cccs2)cc([C@H]2CN3CC[C@H]2C[C@@H]3COC(=O)Nc2ccc(C(C)C)cc2)n1,?,5.6µM*,-8,8.9µM*,?,-11%,?
CC[C@H]1CN2CC[C@H]1C[C@@H]2CN(Cc1ccc(SC)cc1)Cc1ccc(SC)cc1,?,7.1µM*,20,10µM*,?,-3%[88.5 µM],16%[172 µM]
O=C1NCN(c2ccccc2)C12CCN(CC1COc3ccccc3O1)CC2 (stereo not drawn),-1%,nt,-17,nt,12%,-11%&3%,nt

# For reference, 3 of the compounds above:
SMILES,SNCA viab count,HEK cytotox,IP6K1 inhibitor,NIH3T3 tox,SNCA expr inhib,GPT2 inh,Luciferase inh
CO/C1=C\C(C)=C\[C@@H](C)[C@@H](O)[C@@H](C)C/C(C)=C/C=C/[C@H](OC)[C@@H]([C@@H](C)[C@@H](O)[C@H](C)[C@@]2(O)C[C@@H](O)[C@H](C)[C@@H](C(C)C)O2)OC1=O,?,nt,13,nt,nt,i,nt
O=C(O)c1ccc2[nH]cc(CCCCN3CC=C(c4ccccc4)CC3)c2c1,32%[23.9 µM],nt,26,nt,-19%[25.6 µM],i,nt
O=C(Nc1ccc2c(c1)OCO2)c1cccn(Cc2ccccc2)c1=O,9%,nt,18,nt,40%[activator],nt,nt

# Following part
SMILES,SNCA viab count,HEK cytotox,IP6K1 inhibitor,NIH3T3 tox,SNCA expr inhib,GPT2 inh,Luciferase inh
COc1cc2c(cc1OCc1ccccc1)NC(=O)C21CCN(c2ccccn2)CC1,-7%[87.6 µM],?,-6,-21%[138 µM],41%[activator][87.6 µM],i,-4%[172 µM]
O=C(c1ccc(F)cc1)N1CCC(C(=O)O)(c2ccccc2)CC1,1%,?,-12,2%,8%,-23%,nt
CCOC(=O)[C@H]1CN(C(=O)c2ccc(SC)cc2)[C@]2(C)C(=O)N(CC3CC3)c3ccccc3[C@H]12,?,?,-7,?,?,-5%[27.3 µM],nt
CCCN1CC[C@@H](CO)N(C)c2nc(C)ccc2C1,4%[87.6 µM],?,25,?,-15%[87.6 µM],?,-16%[230 µM]
CCN1CCCN(C(=O)c2cccnc2)CC12CCOCC2,-14%,-12%,-8,-7%,-5%,-20%,1%
C=CC/C=C\C/C=C\CCCCCCCc1cc(O)cc(O)c1,-7%,nt,5,nt,nt,i,nt
COc1ccc(NC(=O)N2[C@H]3CC[C@@H]2c2cnc(C)nc2C3)cc1F,3%,-7%,-1,3%,?,-16%,0%
COc1cc2c(cc1OCc1ccccc1)NC(=O)C21CCN(c2ncc(F)cn2)CC1,-21%[87.6 µM],-25%[172 µM],-17,?,-3%[87.6 µM],?,-1%[172 µM]
CC(Cc1ccncc1)NCc1ccc(OCC(=O)N2CCOCC2)cc1 (stereo not drawn),-12%,2%,17,2%,6%,3%,-5%
COCc1cn(C[C@H]2CC3CCN2C[C@@H]3C(=O)Nc2ccccc2)nn1 (stereo partly drawn),-17%[87.6 µM],i,-7,2%[174 µM],2%[87.6 µM],-3%[88.5 µM],-4%[172 µM]
COc1cc2c(cc1Oc1ccccc1)NC(=O)C21CCN(C(=O)c2cccnc2)CC1,-17%[87.6 µM],56µM*,-10,?,?,3%[88.5 µM],0%[172 µM]
C=CCN(C)C(=O)[C@H]1CN2CCC1C[C@@H]2Cn1cc(CO)nn1 (stereo partly drawn),9%[87.6 µM],?,-6,-34%[174 µM],13%[87.6 µM],4%[88.5 µM],-10%[172 µM]
Cc1ncc2c(n1)C[C@@H]1CC[C@H]2N1S(=O)(=O)c1ccc2c(c1)C(C)(C)C(=O)N2,17%,3%,16,-4%,-8%,i,-7%
CC1=C(O)C(=O)C=C2C1=CC=C1[C@@]2(C)CC[C@@]2(C)[C@@H]3C[C@](C)(C(=O)O)CC[C@]3(C)CC[C@]12C,22µM*,nt,nt,nt,7.6µM*,-12%,nt
COc1cc2c(cc1Oc1cccc(N(C)C)c1)NC(=O)C21CCN(C(=O)C2CCC2)CC1,4%,?,-10,?,-28%,i,-18%
O=C(c1ccc(F)cc1)N1C[C@@H]2C[C@H](C1)c1c(C3CCCCC3)ccc(=O)n1C2,1%[87.6 µM],-4%[172 µM],-5,0%[174 µM],-5%[87.6 µM],0%[88.5 µM],-2%[172 µM]
CC(=O)NC[C@H]1C[C@@H]2CCN1C[C@@H]2c1cc(-c2cccs2)nn1C,-7%[87.6 µM],-5%[172 µM],-1,?,-8%[87.6 µM],1%[88.5 µM],3%[172 µM]
O=C1NCCCCCCN(Cc2ccncc2)[C@@H]2CN(C(=O)COc3ccc(F)cc3)CC[C@@H]12,-18%,-5%,1,35µM*,?,i,-3%
O=C1Nc2ccccc2CC12CCN(Cc1cccnc1)C2 (stereo not drawn),-6%[87.6 µM],-31%[172 µM],5,-10%[138 µM],-12%[87.6 µM],i,1%[172 µM]
O=[N+]([O-])c1cc([As](=O)(O)O)ccc1O,-26%[23.9 µM],nt,-13,nt,6%[25.6 µM],1%,nt
CCN1C[C@]2(COC)[C@H](O)C[C@H](OC)[C@]34[C@@H]5C[C@]6(O)[C@H](OC(=O)c7ccccc7)[C@@H]5[C@@](O)([C@H]([C@H](OC)[C@H]23)[C@@H]14)[C@@H](O)[C@@H]6OC,11%,nt,-9,nt,nt,-7%[27.3 µM],nt
COC1CC(O[C@H]2CC[C@]3(C=O)C4CC[C@]5(C)[C@@H](C6=CC(=O)OC6)CC[C@]5(O)[C@@H]4CC[C@]3(O)C2)OC(C)C1O[C@@H]1O[C@H](CO)[C@@H](O)[C@H](O)[C@H]1O (stereo partly drawn),?,nt,-1,nt,nt,i,nt
COc1cc2c(cc1OCc1ccc(Cl)cc1)N(Cc1ccccc1)CC21CCN(C(C)=O)CC1,-25%,?,-8,?,-29%,?,-21%
CC(C)CN1Cc2ccccc2-n2ccnc2C12CCN(C(=O)c1ccsc1)CC2,-20%,?,24,?,-17%,i,-7%
CC(C)NC(=O)NC[C@H]1C[C@@H]2CCN1C[C@@H]2CN1CCOCC1,3%[87.6 µM],4%[172 µM],17,-7%[138 µM],11%[87.6 µM],i,-3%[172 µM]
O=[N+]([O-])c1cnc(N2CC3CCC(C2)N3CC(F)(F)F)nc1,0%,0%,30,-4%,1%,1%,nt
CCc1cccc(NC(=O)CN2C(=O)CN=C(c3ccccc3F)c3cc(Cl)ccc32)c1,-28%,nt,1,nt,?,nt,nt
COc1ccc(-c2cc([C@H]3CN4CC[C@H]3C[C@@H]4CNC(=O)CSCC(=O)O)nc(C)n2)cc1OC,-18%,-20%,-3,i,13%,i,3%
CC(Cc1ccc2c(c1)OCO2)NO (stereo not drawn),34%,nt,-9,nt,18%,4%[88.5 µM],nt

# Not all compounds are listed, so the mix of outcomes need not match the whole.
